Assay outcomes (PubChem)
TRb SRC2 PPI = qHTS for Inhibitors of the Interaction of Thyroid Hormone Receptor and Steroid Receptor Coregulator 2; Thyroid hormone receptor beta (Homo sapiens), P10828; TRbeta-SRC2 peptide binding, fluorescence polarization; receptor liganded with 1 µM T3; Potency, µM (top dose mostly 106 µM), without a hit: top-dose activity change, negative = inhibition, usual class: inhibitors; hit rate 0.065% among 280,000; AID 1469, 2008;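 further: potency means the concentration at half of the fitted maximal effect; plate controls were bound peptide for no effect and peptide without receptor for full effect; nearly all actives have a fitted effect of over 50% in size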
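Quantitative HTS by FP: 0.6 uM TRb LBD, 20 nM labeled SRC2 20-mer, 1 uM T3, 5% DMSO; 5 hr ambient incubation; % activity per concentration and potencies from concentration series.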
NPSR antag = qHTS Assay for Antagonists of the Neuropeptide S Receptor: cAMP Signal Transduction | hit rate 1% among 220,000 | Potency, µM (top dose mostly 38.3 µM), for the others: at the top dose activity change, negative = inhibition, actives largely listed as inhibitors | CHO-NPSR cells, cAMP TR-FRET, antagonist mode | Q6W5P4; further: potency means the concentration at half of the fitted maximal effect; on the % scale 0 is the no-effect control and ±100 the full control effect; nearly all actives have a fitted effect of over 50% in size; many of its hits are not listed in these tables
Tau fluor counter = Counterscreen qHTS for Inhibitors of Tau Fibril Formation, Fluorescence Polarization | tau K18 P301L (four-repeat tau fragment) Alexa594 fluorescence, heparin fibrillization | Potency, µM (titrated, usually from 57.7 µM), inactives show top-dose activity change, negative = decrease | hit rate 0.93% among 280,000; further: potency means the concentration at half of the fitted maximal effect; on the % scale 0 is the no-effect control and ±100 the full control effect; nearly all actives have a fitted effect of over 55% in size
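Human K18 P301L tau (15 uM unlabeled plus 0.24 uM Alexa 594-labeled, final) in 100 mM sodium acetate pH 7 was mixed with compound and 20 uM heparin and incubated 6 hr at 37 C.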
CBFb RUNX1 block = qHTS Assay for Compounds Blocking the Interaction Between CBF-beta and RUNX1 for the Treatment of Acute Myeloid Leukemia | Runt-related transcription factor 1 (Homo sapiens) + Core-binding factor subunit beta … | AlphaScreen CBFb-His/RUNX1-biotin binding, biochemical | Potency, µM (series often up to 59.8 µM), for the others: at the highest dose activity, negative = inhibition, hits mostly inhibitors | 230,000 tested, under 10 active | AID 1477, 2009; further: % of control where 0% means no effect
Target sequence (Q01196 whole entry, looked up): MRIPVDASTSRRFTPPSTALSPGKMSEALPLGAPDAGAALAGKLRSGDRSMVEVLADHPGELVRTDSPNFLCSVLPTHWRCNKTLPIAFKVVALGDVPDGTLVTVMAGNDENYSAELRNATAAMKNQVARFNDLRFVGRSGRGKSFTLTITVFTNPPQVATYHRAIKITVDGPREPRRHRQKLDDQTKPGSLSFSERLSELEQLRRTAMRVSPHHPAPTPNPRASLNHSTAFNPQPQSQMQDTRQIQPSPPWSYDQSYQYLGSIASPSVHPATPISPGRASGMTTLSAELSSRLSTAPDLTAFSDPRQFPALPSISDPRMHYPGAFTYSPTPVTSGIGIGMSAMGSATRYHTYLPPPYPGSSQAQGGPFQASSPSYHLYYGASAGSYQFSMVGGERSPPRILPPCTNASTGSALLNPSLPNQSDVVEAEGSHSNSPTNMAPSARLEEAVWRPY
Target sequence (Q13951 whole entry, looked up): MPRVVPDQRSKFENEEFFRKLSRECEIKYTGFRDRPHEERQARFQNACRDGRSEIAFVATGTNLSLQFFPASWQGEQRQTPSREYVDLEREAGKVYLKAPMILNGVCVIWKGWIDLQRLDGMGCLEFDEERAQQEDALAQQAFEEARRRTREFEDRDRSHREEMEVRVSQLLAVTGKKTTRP
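Interaction loss through any mechanism counts as activity. Pre-formed complex of His-CBF-beta and biotin-RUNX1 (30 nM apiece) is incubated with compound 15 min, then with 50 ng nickel and 50 ng streptavidin beads for 90 min before AlphaScreen detection.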
Epigenetic derep = Quantitative High-Throughput Screen for Regulators of Epigenetic Control. hit rate 0.2% among 280,000. AID 1865, 2009. Potency, µM (highest dose often 53.9 µM), for the others: at the highest dose GFP activation, actives largely listed as activators. murine LDR cells, GFP reporter derepression, 30 h; further: potency means the concentration at half of the fitted maximal effect; % of control where 0% means no effect; nearly all actives have a fitted effect of over 60% in size
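In this reporter-derepression format, murine cells bearing a silenced integrated CMV-GFP locus incubate with test compound (30 h, 37 C), then are washed and imaged; fluorescent objects of 20–120 um count as induced cells.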
TexasRed fluor = Total Fluorescence Counterscreen for Inhibitors of the Interaction of Thyroid Hormone Receptor and Steroid Receptor Coregulator 2. TRb/SRC2 Texas Red total fluorescence interference. Potency, µM (doses to about 106 µM), for the others: top-dose fluorescence change, negative = quenching. hit rate 0.29% among 280,000. AID 1479, 2009; active means well fitted curve in either direction with a large enough effect; inconclusive means small, poorly fitted or top-dose-only effect; further: potency means the concentration at half of the fitted maximal effect; on the % scale 0 is the no-effect control and ±100 the full control effect
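Human TRb ligand-binding domain at 0.6 uM with 20 nM Texas Red SRC2 peptide in Tris buffer containing 1 uM T3 and 5% DMSO, incubated with compound 5 h at ambient temperature. Total fluorescence (555/632 nm) calculated as parallel + 2 × perpendicular.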
GLA spleen mod = qHTS Assay for Inhibitors and Activators of Human alpha-Galactosidase From Spleen Homogenate | Alpha-galactosidase A (Homo sapiens), P06280 | human spleen homogenate, 4MU-alpha-Gal fluorescence, 40 min | Potency, µM (doses to about 80 µM), for inactives: at the top dose activity change, negative = inhibition, most hits filed as inhibitors | hit rate 0.008% among 240,000;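 further: potency means the concentration at half of the fitted maximal effect; 0% = enzyme with vehicle and -100% = no enzyme basal signal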
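Spleen homogenate 1 ug + cpd (titration) + 4-MU-alpha-D-galactopyranoside 1 mM; 37C 40 min; 50 mM citrate/phosphate pH 5.0, 0.01% Tween-20; stop pH 10; fluorescence 365/440; AC50 via Hill.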
Tau FP inhib = qHTS for Inhibitors of Tau Fibril Formation, Fluorescence Polarization; K18 P301L tau heparin fibrillization, Alexa594 FP, 6 h; Potency, µM (top dose mostly 57.7 µM), inactives show at the top dose activity, negative = inhibition, usual class: inhibitors; hit rate 0.39% among 280,000; AID 1468, 2008; Microtubule-associated protein tau (Homo sapiens), P10636; further: potency means the concentration at half of the fitted maximal effect; on the % scale 0 is the no-effect control and ±100 the full control effect; nearly all actives have a fitted effect of over 55% in size
Target sequence (P10636 561-689 P618L limits assumed): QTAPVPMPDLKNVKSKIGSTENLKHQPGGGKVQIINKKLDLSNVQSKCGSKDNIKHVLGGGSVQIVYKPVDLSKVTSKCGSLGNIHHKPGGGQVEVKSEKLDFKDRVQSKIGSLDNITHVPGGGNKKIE
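Steps: dispense K18 P301L tau (15 uM plus 0.24 uM Alexa 594 tracer, final) in pH 7 sodium acetate; add compound; add heparin (20 uM final); incubate 6 hr, 37 C; add ThT (30 uM final); after 1 hr ambient, read FP.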
* marks the source's active call; other numbers are inactive results; ? = inconclusive; . = not tested or not shown; & = joins results of further samples; [ ] = dose if it differs, or a comment. Unless noted, the call rests on the fitted dose curve; in most records, active means well fitted curve in the direction sought with a large enough effect; inconclusive means small, poorly fitted or top-dose-only effect, or another doubt; inactive means no such curve, though single readings can be large; an effect the other way counts as inactive or inconclusive. This is a subset; count on the stated rates, not on these rows.

Each structure is followed by: TRb SRC2 PPI, NPSR antag, Tau fluor counter, CBFb RUNX1 block, Epigenetic derep, TexasRed fluor, GLA spleen mod, Tau FP inhib
- Cc1cc2c(NC(=O)Nc3ccccc3)cccc2nn1
  ?, 15%, -25%, -26%, 16%, 21%, 1%, ?
- COc1ccccc1CNC(=O)COc1ccc([N+](=O)[O-])cc1
  -1%, -4%, -2%, 14%, -0.4%, -6%, 5%, 5%
- CN(C)C=NC(=O)c1cccn1-c1ncc(C(F)(F)F)cc1Cl
  -1%, 11%, -2%, -7%, -0.5%, -5%, 0%, -3%
- O=S(=O)(Nc1ccc(Cl)cn1)c1cccc(S(=O)(=O)c2ccccc2)c1
  0%, -24%, -3%, 6%, 6.4%, -1%, 3%, -1%
- COc1ccc(CCn2c(NN=C(C)C)nc3c2c(=O)[nH]c(=O)n3C)cc1
  4%, -3%, ?, -10%, 1.1%, -3%, -4%, ?
- O=C(c1cc(-c2ccc(Cl)cc2Cl)on1)N1CCN(C(=O)c2ccco2)CC1
  2%, -18%[46.1 µM], 6%, 1%, -0.2%, 0%, 9%, 4%
- CCOC(=O)c1cnc(-c2ccccc2)nc1Oc1ccc(C)cc1
  6%, -28%[46.1 µM], -17%, 1%, -1.1%, -4%, 6%, -8%
- CCc1ccc(N2C(=O)C(Cl)=C(N3CCOCC3)C2=O)cc1
  0%, -14%, 11%, -4%, -1.8%, -2%, -7%, 1%
- CCCNC(=O)N1CCC(C(=O)c2ccc(Cl)cc2)CC1
  ., 0%[46.1 µM], -4%, 3%, 4.1%, ., -3%, -5%
- Cc1ccc(Cn2ncc3c(NCCCN4CCOCC4)ncnc32)cc1
  -5%, 2%[46.1 µM], -1%, 11%, 0.0%, -6%, 9%, -9%
- Cc1ccc(Cl)cc1N1CCN(C(=O)C2CCCN(Cc3nc(-c4cccc(Cl)c4)oc3C)C2)CC1 (stereo unspecified)
  -4%, ., -8%, ., -1.1%, -1%, ., 3%
- CCCC(=O)N(C)c1nnc(-c2ccc(OC)cc2)s1
  3%, -10%[7.67 µM], -15%, 1%, 2.0%, 0%, -7%, -1%
- CCc1ccc(NC(=O)Nc2cccc(OC)c2)cc1
  2%, 4%, ?, 13%, 1.1%, -3%, 0%, -4%
- O=S(=O)(/N=C(\c1ccccc1F)N1CCCCC1)c1ccccc1
  0%, 15%, 3%, 2%, 0.0%, -3%, 3%, 3%
- COc1cccc(/C=N/NC(=O)c2cnn(-c3ccccc3)c2N)c1
  1%, -9%, -2%, -1%, 0.0%, -1%, -5%, -2%
- CN1C(=O)N(C)C2C1NC(=O)N2C (stereo unspecified)
  3%, -15%[46.1 µM], 8%, 4%, -0.4%, -3%, 1%, 6%
- COc1ccc(C2(CNC(=O)c3ccc(OC)c([N+](=O)[O-])c3)CCOCC2)cc1OC
  -9%, -7%[46.1 µM], -4%, 4%, 0.3%, -6%, 1%, -5%
- CC(C)=CCl
  -2%, ., ., 0%[21.7 µM], ., 0%, -17%, .
- COC(=O)C(CC(C)C)N1CCC(=O)c2ccccc2S1(=O)=O (stereo unspecified)
  0%&7%, -3%, 4%, -16%&7%, 1.1%, -1%&-3%, 2%&5%, 0%
- Cc1ccc(CCNc2nc3c(S(=O)(=O)c4ccc(C)cc4)nnn3c3ccsc23)cc1
  3%, ., -26%, ., 3.9%, 0%, ., ?
- CCOC(=O)c1cc2c(=O)n3ccccc3nc2n(CCCOC)c1=NC(=O)C(C)(C)Oc1ccc(Cl)cc1
  12%, ., -21%, ., 2.4%, -1%, ., -2%
- CCN(Cc1ccccc1)C(c1ccncc1)c1nnnn1C(C)(C)C (stereo unspecified)
  -2%, -28%[46.1 µM], -3%, 1%, -0.8%, -1%, 2%, 0%
- Cc1cc(C(=O)Nc2nc3ccc(S(C)(=O)=O)cc3s2)c(C)o1
  -13%, 29%[46.1 µM], -9%, 0%, 0.0%, 1%, 2%, 10%
- CCN(CC)CCN1C(=O)c2cccc3cc(N)cc(c23)C1=O
  1%, ?, -10%, -5%, ?, -1%, 1%, 0%
- Cc1ccc(S(=O)(=O)Nc2cc(C(F)(F)F)ccc2N2CCOCC2)cc1
  -7%, -22%, -12%, 10%, -1.8%, -1%, -8%, 1%
- COc1ccc(NC(=O)CN2CCN(Cc3ccc4c(c3)OCO4)CC2)cc1OC
  6%, -13%[46.1 µM], -4%, -2%, -6.0%, -3%, 4%, 5%
- Cc1cc(NC(=O)CSc2nnc3c4c(C)c(C)sc4ncn23)no1
  1%, 8%[46.1 µM], 1%, 7%, 2.7%, 0%, 4%, 3%
- Cc1ccc(NC(=O)CN2CCCCCC2)cc1Br
  -7%, 3%, -5%, -11%, 0.9%, -3%, -4%, 2%
- O=C(O)CCCCCn1c(SCc2cc(=O)n3ccccc3n2)nc2ccsc2c1=O
  4%, -4%, -8%, 1%, -1.1%, -5%, -2%, -3%
- O=C(CNC(=O)c1cccs1)NCCN1CCN(Cc2ccccc2)CC1
  -4%, 8%[46.1 µM], -4%, 2%, 1.0%, 2%, 4%, -4%
- COc1ccc(NC(=O)c2ccc(CN3CCN(c4ccccc4)CC3)cc2)cc1OC
  -3%, -10%[46.1 µM], -27%, -1%, 0.0%, 0%, 6%, 13%
- COc1cccc(C(=O)Nc2ccc(-n3nncc3-c3ccccc3)cc2)c1
  0%, ., ?, ., 2.3%, -1%, ., -11%
- O=C(Cc1ccccc1)N/N=C/c1ccc(OC(=O)/C=C\c2ccco2)cc1
  12%, 11%, -20%, -12%, 3.1%, -3%, 0%, ?
- CC(C)(C)NC(=S)N/N=C/c1cccnc1
  2%, -48%, 2%, 11%, 1.1%, -8%, -7%, 5%
- CCC(=O)N1CCN(c2ccc(NC(=O)COc3ccccc3Cl)cc2)CC1
  0%, -4%[46.1 µM], -25%, -2%, 0.1%, -5%, -18%, 7%
- Cc1cc(Cl)ccc1OC(C)C(=O)NCCc1ccc2c(c1)OCCO2 (stereo unspecified)
  7%, -10%, -2%, 27%, -0.9%, 0%, -9%, 3%
- CCOCCCNCc1ccc(OC)c(OC)c1
  3%, 2%[46.1 µM], -14%, 4%, -1.0%, -7%, 2%, -6%
- O=C(NC12CC3CC(CC(C3)C1)C2)N1CCN(C2CCCCC2)CC1
  -1%, 6%, -2%, 1%, 5.7%, -1%, -5%, 6%
- CC(=O)c1ccc(N2CCC(C(=O)O)CC2)cc1
  2%, 3%, 0%, -2%, 0.5%, -1%, 2%, 6%
- Cn1nnnc1SCCNCc1ccc(OCc2ccccc2)cc1
  -2%, ., -25%, ., 0.8%, 1%, ., -1%
- COc1cccc(C2=NOC(C(=O)Nc3ccc(OC)c(OC)c3)C2)c1 (stereo unspecified)
  -5%, -5%[46.1 µM], -6%, -12%, 2.6%, -2%, 0%, 1%
- O=C(COc1ccccc1)Nc1sc2c(c1C(=O)Nc1ccccc1)CCCCC2
  11%, ., -29%, ., -3.9%, -8%, ., ?
- Cc1cccc(OCC(=O)Nc2sc3c(c2C#N)CCC3)c1
  0%, -14%[46.1 µM], -15%, 8%, -0.7%, -3%, -5%, -2%
- O=C(C(c1ccccc1)c1ccccc1)N1CCN(c2ccccn2)CC1
  -2%, -51%, -15%, 1%, 3.1%, 0%, 7%, -7%
- C=CCN(C(C(=O)OC)C(C)C)S(=O)(=O)CCl (stereo unspecified)
  7%, ., ., 0%, ., -2%, 4%, .
- CCOC(=O)CSc1nnc(Cn2nnc(-c3ccccc3)n2)n1CC
  -9%, 0%[46.1 µM], 6%, 7%, 1.6%, 0%, -5%, 2%

Some of these compounds in order of length of the SMILES, highest first:
Each structure is followed by: TRb SRC2 PPI, NPSR antag, Tau fluor counter, CBFb RUNX1 block, Epigenetic derep, TexasRed fluor, GLA spleen mod, Tau FP inhib
- COc1ccc(NC(=O)c2ccc(CN3CCN(c4ccccc4)CC3)cc2)cc1OC
  -3%, -10%[46.1 µM], -27%, -1%, 0.0%, 0%, 6%, 13%
- CCC(=O)N1CCN(c2ccc(NC(=O)COc3ccccc3Cl)cc2)CC1
  0%, -4%[46.1 µM], -25%, -2%, 0.1%, -5%, -18%, 7%
- COc1cccc(C2=NOC(C(=O)Nc3ccc(OC)c(OC)c3)C2)c1 (stereo unspecified)
  -5%, -5%[46.1 µM], -6%, -12%, 2.6%, -2%, 0%, 1%
- Cc1cc(Cl)ccc1OC(C)C(=O)NCCc1ccc2c(c1)OCCO2 (stereo unspecified)
  7%, -10%, -2%, 27%, -0.9%, 0%, -9%, 3%
- C=CCN(C(C(=O)OC)C(C)C)S(=O)(=O)CCl (stereo unspecified)
  7%, ., ., 0%, ., -2%, 4%, .
- Cn1nnnc1SCCNCc1ccc(OCc2ccccc2)cc1
  -2%, ., -25%, ., 0.8%, 1%, ., -1%
- CC(C)(C)NC(=S)N/N=C/c1cccnc1
  2%, -48%, 2%, 11%, 1.1%, -8%, -7%, 5%
- CCOCCCNCc1ccc(OC)c(OC)c1
  3%, 2%[46.1 µM], -14%, 4%, -1.0%, -7%, 2%, -6%
